CYP2C19 inhib – human CYP2C19 inhibition. P33261. CYP2C19 Supersomes, luciferin-H EGE luminescence, 30 min. inhibition, % at 5 µM. actives 21% (n = 96,000). AID 778;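 active = CYP2C19 inhibition above a set limit at 5 µM in the primary screen, cut at about 50% in these data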;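 also: plate controls were negative control wells for no effect and 2.5 mM tranylcypromine positive control for full effect; values of inactives mirror those of a sister screen read the other way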
Target sequence (P33261 whole entry, looked up): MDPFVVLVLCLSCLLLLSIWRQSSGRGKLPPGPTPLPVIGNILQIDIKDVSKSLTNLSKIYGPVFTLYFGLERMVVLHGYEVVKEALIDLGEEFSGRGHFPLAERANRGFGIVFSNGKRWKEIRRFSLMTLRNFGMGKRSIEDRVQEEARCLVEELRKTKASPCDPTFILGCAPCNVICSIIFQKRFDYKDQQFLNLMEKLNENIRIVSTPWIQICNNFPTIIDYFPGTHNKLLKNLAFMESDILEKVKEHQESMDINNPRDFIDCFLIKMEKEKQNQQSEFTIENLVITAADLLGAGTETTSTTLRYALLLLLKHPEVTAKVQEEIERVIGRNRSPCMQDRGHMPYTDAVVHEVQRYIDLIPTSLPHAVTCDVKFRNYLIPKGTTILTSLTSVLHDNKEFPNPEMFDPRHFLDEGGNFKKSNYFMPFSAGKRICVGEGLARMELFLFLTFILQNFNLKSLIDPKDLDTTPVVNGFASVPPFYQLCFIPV
HUVEC tox TNFa – toxic to HUVEC cells under TNF alpha stimulation. HUVEC TNFalpha-stimulated, Hoechst cell count, imaging. cell count reduction, % at 2 µM. actives 0.17% (n = 93,000). AID 848;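 active = cell count reduction exceeding the screen mean by over 5 SD, scaled to untreated wells per plate, cut at about 78% in these data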;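 also: cells counted after 24 h of TNF alpha exposure following the 1 h pretreatment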
hDAT+cocaine – human DAT dopamine uptake with cocaine, either direction; Q01959; LLC-PK1 hDAT cells, [14C]-dopamine uptake with cocaine IC80; actives deviate in either direction; B-score at 10 µM; actives 1.3% (n = 110,000);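 active = Z score or B-score, a plate-position-corrected score, falls beyond the plate's 99.7% confidence bounds, in either direction; inactive = both scores lie inside the 99.7% bounds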;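 also: scored against the spread of the other compound wells on the same plate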
Target sequence (Q01959 whole entry, looked up): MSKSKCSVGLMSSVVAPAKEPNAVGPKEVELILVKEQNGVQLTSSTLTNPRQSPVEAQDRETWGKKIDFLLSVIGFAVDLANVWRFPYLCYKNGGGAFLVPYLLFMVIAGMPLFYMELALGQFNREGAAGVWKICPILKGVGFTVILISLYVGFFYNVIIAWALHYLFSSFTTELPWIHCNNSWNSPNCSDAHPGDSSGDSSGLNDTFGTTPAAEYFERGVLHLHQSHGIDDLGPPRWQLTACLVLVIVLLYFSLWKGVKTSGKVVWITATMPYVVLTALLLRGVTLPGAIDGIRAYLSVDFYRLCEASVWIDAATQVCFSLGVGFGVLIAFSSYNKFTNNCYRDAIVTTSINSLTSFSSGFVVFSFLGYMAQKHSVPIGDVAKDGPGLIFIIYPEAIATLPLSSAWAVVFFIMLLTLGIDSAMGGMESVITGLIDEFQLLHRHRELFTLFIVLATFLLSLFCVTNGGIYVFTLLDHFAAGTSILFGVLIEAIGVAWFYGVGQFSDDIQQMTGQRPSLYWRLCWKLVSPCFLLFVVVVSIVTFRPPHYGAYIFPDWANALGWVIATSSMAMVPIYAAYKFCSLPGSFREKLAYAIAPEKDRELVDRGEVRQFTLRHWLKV
VCAM1 TNFa inh – reduces TNF alpha induced VCAM1 expression in HUVEC | HUVEC TNFa-induced VCAM-1 immunofluorescence, high-content imaging | inhibition, % at 2 µM | actives 0.48% (n = 95,000);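 active = inhibition above the batch mean plus 3 SD, with images confirmed as a hit by eye, cut at about 37% in these data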;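 also: 0% = TNF-stimulated DMSO wells and 100% = unstimulated control wells; not every result past the cut was called active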
Calb biofilm kill – kills Candida albicans biofilms | C. albicans biofilm + clotrimazole, Alamar Blue | inhibition, % at 6 µM | actives 0.14% (n = 85,000);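 active = inhibition above 20%; inactive = inhibition below 20%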;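 also: preformed 24 hr biofilms exposed to compound for 48 hr; 0% = biofilm without compound and 100% = blank killed by clotrimazole plus chlorhexidine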
CYP2C19 act – increases human CYP2C19 enzyme activity. P33261. recombinant CYP2C19, luciferin-H EGE luminescence; hits give high values; 0 = fully inhibited enzyme, 1 = untreated enzyme. activation factor at 5 µM. 96,000 tested, under 10 active;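 active = activation factor of at least 2 at 5 µM in the primary screen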;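 also: 0 = wells with 2.5 mM tranylcypromine and 1 = vehicle-only wells; values of inactives mirror those of a sister screen read the other way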
CYP2C9 act – activators of human CYP2C9; recombinant CYP2C9, luciferin-H conversion, luminescence; hits give high values; factor 1 = untreated enzyme, 0 = blocked; activation factor at 5 µM; actives 1.4% (n = 96,000); P11712;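 active = activation factor of 2 or more for CYP2C9 at a 5 µM dose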;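 also: 0 = sulfaphenazole-blocked wells and 1 = vehicle-only wells; values of inactives mirror those of a sister screen read the other way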
CYP2C9 inh – inhibitors of human CYP2C9; actives 20% (n = 96,000); AID 777; CYP2C9 Supersomes, luciferin-H conversion, luminescence; inhibition, % at 5 µM;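 active = blocking of liver enzyme CYP2C9 beyond about 50% at 5 µM, limit read from the data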; also: values of inactives mirror those of a sister screen read the other way
IL1B cytotox – toxic to HUVEC cells under IL-1B stimulation; actives 0.41% (n = 94,000); HUVEC cell count loss, Hoechst imaging, IL-1B stimulated; AID 845; cell count reduction, % at 2 µM;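 active = cell count reduction more than 3 SD above the screen-wide mean, cut at about 70% in these data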;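 also: normalized per plate to untreated control cells as the no-loss baseline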
Starred values were filed as active, the others as inactive; . = not tested or not shown; & = joins results of further samples.

SMILES | CYP2C19 inhib | HUVEC tox TNFa | hDAT+cocaine | VCAM1 TNFa inh | Calb biofilm kill | CYP2C19 act | CYP2C9 act | CYP2C9 inh | IL1B cytotox
Cc1sc2ncn(CC(=O)N3CCC4(CC3)OCCO4)c(=O)c2c1C | 6.2 | . | 0.179 | . | 5.9 | 0.9 | 0.7 | 32.1 | .
CN1CCN(C(=O)Cc2nc3ccccc3[nH]2)CC1 | -3.2 | -13.3 | . | -2.2 | 3.4 | 1 | 1.1 | -5.3 | -17.6
Cc1ccc2c(c1)C1CN(C)CCC1N2C(=O)Cc1cccs1 (stereo unspecified) | 30.6 | . | -0.0181 | . | 4.0 | 0.7 | 1 | -3.1 | .
CN1CCC(N(C)c2ncnc3ccc(Br)cc23)CC1 | -1.9 | 2.8 | -0.141 | -4.1 | 6.2 | 1 | 1 | -2.6 | 45.2
CCn1c(=O)cc(SCC(=O)N2CCC3(CC2)OCCO3)c2ccccc21 | 39.0 | 5.6 | 0.834 | 11.7 | 6.0 | 0.6 | 2.2* | -119.8 | -32.5
CCOC(=O)c1c(N)n(Cc2ccco2)c2nc3ccccc3nc12 | 6.5 | -30.7 | 1.95 | -5.4 | 0.4 | 0.9 | 0.7 | 30.6 | -7.1
CC(C)C(=O)N1CCN(CCN=Cc2c(O)n(C)c(=O)n(C)c2=O)CC1 | 0.2 | -17.1 | -0.96 | 0.7 | . | 1 | 1 | 4.3 | -233.3
Cc1nn(C2CCOC(C)(C)C2)c2c1C(c1ccc3c(c1)OCO3)SCC(=O)N2 (stereo unspecified) | -3.3 | -24.5 | -0.296 | -11.3 | 7.1 | 1 | 1.1 | -8.2 | -27.9
Cc1ccc2nc(-c3ccncc3)cc(C(=O)N3CCC4(CC3)OCCO4)c2c1 | 17.1 | -35.2 | 0.0832 | -11.4 | 7.9 | 0.8 | 0.5 | 50.8* | 30.9
CC(C)(C)c1ccc(CN2C(=O)CN=C(c3ccccc3)c3ccccc32)cc1 | 16.5 | -19.1 | 0.95 | 11.4 | . | 0.8 | 0.8 | 18.9 | -54.3
Cc1cccc(NC(=O)CSc2nnc([C@@H](N)Cc3c[nH]c4ccccc34)o2)c1C | 18.5 | -32.8 | 1.08 | 16.5 | -4.2 | 0.8 | 0.6 | 44.0 | 15.5
COc1cccc(OC)c1C1=NCC(=O)Nc2c1oc1ccc(Br)cc21 | 40.0 | . | -0.997 | . | 1.9 | 0.6 | 0.3 | 65.1* | .
Fc1ccc(CCNCc2ccccc2Cl)cc1 | 96.0* | -2.2 | 0.012 | 19.4 | . | 0 | 0.9 | 9.8 | 7.2
Cc1ccc2c(c1)CC1(CN2C)C(=O)NC(=O)N(c2cc(C)ccc2C)C1=O (stereo unspecified) | 23.3 | -13.7 | 0.235 | -21.8 | 2.3 | 0.8 | 0.4 | 58.9* | -34.4
Cn1c2ccccc2c2c(C(=O)N3CCC4(CC3)OCCO4)cn(C3CCCCC3)c(=O)c21 | 51.4* | -14.1 | 0.56&0.445 | 9.2 | 8.6 | 0.5 | 0.3 | 69.3* | -20.6
Cc1ccccc1N1C(=O)CC(=O)NC1=O | 1.8 | -19.3 | -0.14 | -1.1 | -2.7 | 1 | 0.8 | 15.8 | -16.8
CC(=O)Nc1cc(C(=O)N2CCC3(CC2)OCCO3)ccc1S(=O)(=O)c1ccc(Cl)cc1 | -4.6 | 4.3 | 0.969 | 3.0 | 7.2 | 1 | 1 | -2.1 | .
CN1CCC(OC(=O)C2c3ccccc3Oc3ccccc32)CC1 | 25.4 | . | -0.203 | 22.9 | 10.2 | 0.7 | 0.9 | 11.1 | -9.6
Cc1nn(CCC#N)c2c1P(=S)(N1CCCC1)OC(c1ccc(F)cc1)=N2 (stereo unspecified) | 13.5 | -20.7 | 0.842 | 17.6 | 7.6 | 0.9 | 0.7 | 29.9 | 1.0
O=P(/C(=N/O)N1CCOCC1)(N1CCOCC1)N1CCOCC1 | -10.1 | -7.4 | -0.316 | -1.7 | 2.4 | 1.1 | 1.1 | -8.2 | -11.2
CCOCCCN=Cc1c(O)n(Cc2ccccc2)c(=O)[nH]c1=O | 10.8 | -4.5 | -0.419 | -5.3 | 3.2 | 0.9 | 1 | 4.5 | -1.3
CC12CN3CN(C1)CC(c1ccccc1)(C3)C2=O | . | . | 0.569 | -5.5 | 5.9 | . | . | . | -14.2
CC(=NCc1ccco1)c1c(O)n(Cc2ccccc2)c(=O)[nH]c1=O | 20.7 | -27.7 | -0.17 | 0.5 | 3.0 | 0.8 | 0.7 | 28.6 | -84.9
O=C1NC(c2cccnc2)Nc2sc3c(c21)CCCC3 (stereo unspecified) | . | 6.0 | -0.111 | 3.3 | 4.6 | . | . | . | 14.4
Cn1c(O)c(C=Nc2ccc3c(c2)CCC3)c(=O)n(C)c1=O | 31.3 | . | -1.05 | . | 5.8 | 0.7 | 0.9 | 11.5 | .

(continued)
SMILES | CYP2C19 inhib | HUVEC tox TNFa | hDAT+cocaine | VCAM1 TNFa inh | Calb biofilm kill | CYP2C19 act | CYP2C9 act | CYP2C9 inh | IL1B cytotox
CCCCSP1(=S)NCCCO1 (stereo unspecified) | 25.8 | -36.6 | -0.985 | -22.5 | 4.0 | 0.7 | 0.7 | 26.3 | -5.9
COc1ccccc1OCC(=O)Nc1ccc(Cl)cc1C(=O)c1ccccc1 | 16.2 | 6.4 | -0.284 | 6.9 | . | 0.8 | 0.8 | 15.6 | 4.2
Cc1ccc(S(=O)(=O)NC(CC(=O)N2CCC3(CC2)OCCO3)c2ccco2)cc1 (stereo unspecified) | 29.3 | -14.8 | -1.28 | -3.8 | 2.6 | 0.7 | 0.8 | 19.9 | 1.6
O=C(Cc1ccccc1)Oc1ccccc1N1C(=O)CCC1=O | -16.9 | 10.3 | -0.251 | 6.8 | 8.5 | 1.2 | 1.2 | -19.7 | 20.5
c1ccc(C2CC3CC4(CCCC4)N2O3)cc1 (stereo unspecified) | 26.0 | -9.7 | -0.997 | -16.8 | 7.2 | 0.7 | 1.3 | -28.0 | -31.2
c1ccc2oc(N3CCNCC3)nc2c1 | -10.6 | -28.1 | -0.656 | -1.3 | 4.4 | 1.1 | 1.1 | -5.7 | -21.3
CCC(CC)N1CCN(C(=O)Cc2ccccc2)CC1 | . | 2.1 | 0.393 | 20.3 | -4.3 | . | . | . | -14.4
O=C(C1CC(=O)N(C2CCCCC2)C1)N1CCC2(CC1)OCCO2 (stereo unspecified) | -1.8 | -11.7 | . | 8.3 | 3.6 | 1 | 1.1 | -13.0 | -8.0
OC(C#CCN1CCOCC1)(c1ccccc1)C1CCCC1 (stereo unspecified) | . | -18.3 | -0.0737 | 22.4 | 7.6 | . | . | . | -19.3
CCOC(=O)C(O)(c1ccc(NC(=O)c2ccco2)c(OC)c1)C(F)(F)F (stereo unspecified) | 25.1 | -18.3 | 0.508 | 2.4 | 4.3 | 0.7 | 0.3 | 71.4* | 29.8
COc1ccc(CNCC(=O)N2CCC3(CC2)OCCO3)cc1 | 30.3 | . | 0.00669 | . | 8.5 | 0.7 | 1 | -4.1 | .
CC(=O)Nc1ccccc1OC(=O)N(C)C | -8.8 | -40.2 | -0.984 | -5.4 | -0.1 | 1.1 | 1 | -0.3 | -27.4
CC(C)CN(CC(C)C)c1ccc(C=C2C(=O)NC(=S)NC2=O)cc1[N+](=O)[O-] | 33.7 | -4.2 | -0.864 | -3.3 | . | 0.7 | 0.9 | 13.8 | 25.0
N#Cc1cc2c(nc1SCC(=O)Nc1ccc(Cl)cc1)C1CCN2CC1 | 92.3* | -23.8 | -0.889 | 0.4 | -2.5 | 0.1 | 0.2 | 83.6* | -26.8
CN(C)C1(c2nnnn2CCOC(=O)Nc2ccc(Cl)cc2)CCCCC1 | 100.0* | -10.1 | 1.71 | 10.9 | 5.6 | 0 | 0.1 | 86.7* | -4.3
CC(C)n1cc(C(=O)N(CC(=O)NC2CCCC2)Cc2ccccc2)cn1 | -6.0 | -9.7 | -0.354 | 20.5 | 8.9 | 1.1 | 1 | -4.8 | -13.0
CCCCOP(=O)(CN1CCOCC1)OCCCC | -24.5 | -6.3 | 0.554 | 3.1 | 0.2 | 1.2 | 1 | -3.4 | 1.2
CCCCn1c(O)c(C(CC)=NCCN2CCOCC2)c(=O)[nH]c1=O | 36.7 | -4.2 | 0.477 | -4.7 | 3.1 | 0.6 | 0.4 | 63.8* | 12.4
O=C(CCS(=O)(=O)c1ccc(Br)cc1)N1CCC2(CC1)OCCO2 | 11.1 | . | -0.776 | . | 5.8 | 0.9 | 0.9 | 13.7 | .
O=C(CN1CCN(Cc2ccc(Cl)cc2)C1=O)N1CCC2(CC1)OCCO2 | 15.5 | -6.8 | 0.97 | 6.0 | -2.5 | 0.8 | 0.8 | 17.7 | 0.0
CC(C)(C)c1ccc(O)c(CN2CCN(c3ccccc3)CC2)c1 | 22.0 | -17.9 | 0.884 | -2.8 | -1.6 | 0.8 | 0.8 | 21.5 | -44.2
O=c1c2ccccc2nc(CN2CCCCCC2)n1-c1ccc(F)cc1 | -8.3 | -30.9 | 1.61 | 12.3 | 10.9 | 1.1 | 1.1 | -8.2 | -24.9
COc1cccc(-n2c(C)nc3ccccc3c2=O)c1 | 46.8 | -26.4 | 0.0138 | 16.8 | 8.9 | 0.5 | 0.8 | 17.8 | -34.1
CC(C)N1CCC2(CC1)NC(CO)(CO)CO2 | 3.8 | -5.0 | -0.562 | 2.7 | 8.4 | 1 | 1.1 | -9.6 | 0.0
CCOc1ccc(N=C2SCCCN2C)cc1 | . | -8.0 | -0.131 | -8.3 | 3.6 | . | . | . | -25.8

Among those listed so far, these have an aryl thioether with sulfur outside any ring.
SMILES | CYP2C19 inhib | HUVEC tox TNFa | hDAT+cocaine | VCAM1 TNFa inh | Calb biofilm kill | CYP2C19 act | CYP2C9 act | CYP2C9 inh | IL1B cytotox
CCn1c(=O)cc(SCC(=O)N2CCC3(CC2)OCCO3)c2ccccc21 | 39.0 | 5.6 | 0.834 | 11.7 | 6.0 | 0.6 | 2.2* | -119.8 | -32.5
Cc1cccc(NC(=O)CSc2nnc([C@@H](N)Cc3c[nH]c4ccccc34)o2)c1C | 18.5 | -32.8 | 1.08 | 16.5 | -4.2 | 0.8 | 0.6 | 44.0 | 15.5
N#Cc1cc2c(nc1SCC(=O)Nc1ccc(Cl)cc1)C1CCN2CC1 | 92.3* | -23.8 | -0.889 | 0.4 | -2.5 | 0.1 | 0.2 | 83.6* | -26.8

(next part)
SMILES | CYP2C19 inhib | HUVEC tox TNFa | hDAT+cocaine | VCAM1 TNFa inh | Calb biofilm kill | CYP2C19 act | CYP2C9 act | CYP2C9 inh | IL1B cytotox
FC(F)(F)/C(=N\P(=S)(N1CCOCC1)N1CCOCC1)N1CCOCC1 | -0.8 | -17.5 | -0.00902 | 1.3 | 1.0 | 1 | 1 | 3.9 | -18.1
CN1C(=O)/C(=C\c2ccc(N3CCCCC3)o2)C(=O)NC1=S | 20.5 | -8.8 | -0.138 | 14.5 | . | 0.8 | 0.9 | 11.1 | -48.4
O=c1[nH]c(=O)n(C2CCCCCC2)c(O)c1C=NCC1CCCO1 (stereo unspecified) | 9.1 | -4.7 | -0.0272 | -28.7 | . | 0.9 | 1 | 1.6 | -7.1
CCN1CCN(S(=O)(=O)c2ccc(Cl)nc2)CC1 | -3.5 | 11.2 | -0.000969 | 2.4 | . | 1 | 1 | 4.9 | 3.2
O=C(C1CCC(=O)N1Cc1ccc(F)cc1)N1CCC2(CC1)OCCO2 (stereo unspecified) | 27.1 | -0.4 | 0.663 | 17.9 | . | 0.7 | 0.8 | 19.3 | -14.1
CN1C(=O)C(=Cc2ccccc2Oc2ccc(Cl)c(F)c2)C(=O)N(C)C1=O | 7.3 | -5.6 | 1.48 | -4.9 | . | 0.9 | 0.4 | 56.6* | -16.9

This is a subset; rates above refer to the full screens.
